# Bcl-B Bim block – inhibitors of Bim-Bcl-B interaction, human; Q9HD36; bead-based flow cytometry, Bim peptide-Bcl-B binding; inhibition, % at 10 µM; hit rate 0.073% among 190,000; AID 951;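 also: 0% = tracer peptide without compound and 100% = reference inhibitor peptide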
# RGS7-Gao reg – regulators of human RGS7-Galphao interaction; AID 1439; P09471; binding response (% of control), % at 10 µM; hit rate 0.35% among 220,000; Multiplexed bead flow cytometry, RGS7-Galphao binding; actives lie on both sides; in the data active = binding response below about 49% or above about 150%; inconclusive = no clear call, values can overlap the other calls; inactive = in between;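 also: fluorescent Galphao held in activated GDP-AlF4 state binding bead-coupled RGS7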
# Bim-Bfl-1 – human Bim-Bfl-1 interaction inhibition; Q16548; hit rate 0.12% among 190,000; inhibition, % at 10 µM; Bead-based flow cytometry, Bim-Bfl-1 binding inhibition;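 also: 0% = wells without compound plus tracer and 100% = blocker peptide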
# ABCG2 block – human ABCG2 inhibition, ABCB1 as counter-screen; Q9UNQ0; IgMXP3 cells, JC-1 efflux, flow cytometry; inhibition, % at 6.6 µM; hit rate 0.1% among 190,000; AID 1325;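 active = inhibition above 80%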;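 also: 0% = DMSO and 100% = nicardipine control wells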
# Target sequence (Q9UNQ0 whole entry, looked up): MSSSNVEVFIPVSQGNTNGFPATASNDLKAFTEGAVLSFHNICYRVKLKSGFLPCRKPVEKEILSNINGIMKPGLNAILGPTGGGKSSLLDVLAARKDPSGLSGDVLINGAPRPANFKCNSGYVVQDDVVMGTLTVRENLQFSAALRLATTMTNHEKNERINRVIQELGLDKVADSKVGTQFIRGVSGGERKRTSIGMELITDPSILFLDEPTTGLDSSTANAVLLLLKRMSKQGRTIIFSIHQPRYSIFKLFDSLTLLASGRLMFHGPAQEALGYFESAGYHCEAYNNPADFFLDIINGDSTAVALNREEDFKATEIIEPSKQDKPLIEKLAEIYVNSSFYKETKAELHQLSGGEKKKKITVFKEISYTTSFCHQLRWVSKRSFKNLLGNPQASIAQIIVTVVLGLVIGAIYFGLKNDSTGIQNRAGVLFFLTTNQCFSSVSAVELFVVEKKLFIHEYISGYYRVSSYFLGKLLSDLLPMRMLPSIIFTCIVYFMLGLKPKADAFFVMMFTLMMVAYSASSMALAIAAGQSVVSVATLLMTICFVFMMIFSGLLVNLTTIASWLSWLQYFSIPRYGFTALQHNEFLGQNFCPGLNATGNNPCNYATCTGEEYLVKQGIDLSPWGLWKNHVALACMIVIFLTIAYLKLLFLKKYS
#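 Measure – % inhibition of efflux relative to nicardipine and DMSO · Test system – ABCG2 IgMXP3 and barcoded ABCB1 CCRF-Adr cell mix · Control set – nicardipine as high control, DMSO as low control · Compound – one concentration, 6.6 µM final · Signal – flow cytometry of retained JC-1 fluorescence · Timing – 10 min exposure at 25 °C with rotation, no wash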
# GSH bead fluor – GSH bead compound fluorescence profile; GSH beads flow cytometry, compound fluorescence 488/530 nm; hits give high values; fluorescence (KMESF) at 10 µM; hit rate 0.25% among 190,000; in the data active = fluorescence above about 89;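 also: glutathione beads carrying GST-tagged Bcl family fusion proteins plus one bare bead set; values are compound well signal with DMSO vehicle wells as background; inactives centre near 16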
# Bim-Bcl-2 – inhibitors of Bim-Bcl-2 interaction, human; P10415; AID 950; hit rate 0.06% among 190,000; inhibition, % at 10 µM; Bead-based flow cytometry, Bim peptide-Bcl-2 binding; in the data active = inhibition above about 40%; inconclusive = no clear call, values can overlap the other calls;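 also: 0% = no compound wells with probe peptide and 100% = reference peptide inhibitor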
# RGS4-Gao reg – modulates binding of RGS4 to human Galphao. hit rate 0.33% among 220,000. P09471. binding response (% of control), % at 10 µM. Multiplexed bead flow cytometry; actives lie on both sides. AID 1415; in the data active = binding response below about 49% or above about 150%; inactive = in between;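 also: fluorescent Galphao activated with aluminum fluoride binding bead-coupled RGS4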
# ABCB1 block – inhibitors of human ABCB1 transporter, ABCG2 counter-screen | CCRF-Adr cells, JC-1 efflux, flow cytometry | inhibition, % at 6.6 µM | hit rate 0.067% among 190,000 | AID 1326; in the data active = inhibition above about 40%;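 also: 0% = vehicle and 100% = reference inhibitor; higher value means more JC-1 retained so stronger ABCB1 efflux block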
# Bcl-W Bim block – disrupts Bim peptide binding to human Bcl-W; Q92843; bead-based flow cytometry; inhibition, % at 10 µM; hit rate 0.02% among 190,000; AID 952;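 also: 0% = bound tracer without compound and 100% = peptide blocker; higher means less fluorescent Bim peptide bound to Bcl-W beads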
# Target sequence (Q92843 whole entry, looked up): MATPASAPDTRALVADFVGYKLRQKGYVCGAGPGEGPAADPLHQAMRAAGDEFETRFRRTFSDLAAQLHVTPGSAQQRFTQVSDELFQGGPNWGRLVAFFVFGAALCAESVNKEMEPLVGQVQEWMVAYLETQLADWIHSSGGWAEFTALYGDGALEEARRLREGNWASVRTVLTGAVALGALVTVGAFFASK
# Avidin fluor – avidin bead compound fluorescence profile; Avidin beads, compound fluorescence 488/530 nm, flow cytometry; hits give high values; fluorescence (KMESF) at 10 µM; hit rate 0.38% among 220,000; AID 1775; in the data active = fluorescence above about 47; also: inactives centre near 10
# Bcl-XL Bim block – inhibitors of Bim-Bcl-XL interaction, human; AID 1007; Q07817; inhibition, % at 10 µM; Bim peptide-Bcl-XL binding, bead flow cytometry, fluorescence; hit rate 0.04% among 190,000
# Target sequence (Q07817 whole entry, looked up): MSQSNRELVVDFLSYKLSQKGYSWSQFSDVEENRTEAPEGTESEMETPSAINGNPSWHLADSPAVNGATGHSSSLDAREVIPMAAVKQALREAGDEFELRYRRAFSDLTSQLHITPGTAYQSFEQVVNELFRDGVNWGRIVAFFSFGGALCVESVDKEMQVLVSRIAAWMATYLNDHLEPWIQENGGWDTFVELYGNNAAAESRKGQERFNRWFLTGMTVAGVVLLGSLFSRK
# An asterisk follows results filed as active; ? = inconclusive; & = joins results of further samples. Rule as the data show it, unless noted: active = inhibition above about 40%.
# Each structure is followed by: RGS4-Gao reg	ABCB1 block	ABCG2 block	GSH bead fluor	Bcl-W Bim block	RGS7-Gao reg	Bcl-B Bim block	Bim-Bfl-1	Bim-Bcl-2	Avidin fluor	Bcl-XL Bim block
1	Cc1cccc(OCC(=O)N/N=C\C=C\c2ccc3c(c2)OCO3)c1C
  99	-0.1	1	9	-1	98	-4	-3	-5	9	-3
2	Cc1nnc(SCC(=O)NNC(=O)c2ccco2)n1-c1ccccc1
  103	0.7	1	9	-1	101	-1	-7	2	10	0
3	CO/N=C\c1cc(C(=O)c2ccc(Cl)cc2Cl)cn1C
  99	1.1	15	10	1	?	0	-1	1	11	1
4	N#Cc1cc2c(nc1SCc1cccnc1)CCC2
  99	1.6	20	37	-3	100	-10	-10	-6	13	-5
5	Cc1ccc(NC2=C(NCCO)C(=O)c3ccccc3C2=O)cc1
  118	6.9	4	11	-3	116	-7	-1	-1	49*	-3
6	CCOC(=O)CC1C(=O)NCCN1S(=O)(=O)c1ccc(Cl)cc1Cl (stereo unspecified)
  102	-0.4	0	15	0	102	-1	0	0	13	0
7	COc1ccc(S(=O)(=O)Nc2cc([N+](=O)[O-])ccc2OC)cc1
  103	3.8	11	7	-1	105	-4	-2	1	16	-3
8	CC1=CC(C)C2COC(c3ccc[n+](C)c3)C1C2C (stereo unspecified)
  102	0.2	1	10	-5	102	-5	-7	-1	13	-3
9	CSCCC(=O)Nc1ccc(C(C)=O)cc1
  103	0.1	1	23	-1	99	-1	-1	2	30	-1
10	CC(C)C(=O)Nc1ccc(NC(=O)c2ccco2)cn1
  95	0.1	29	28	0	96	4	9	2	23	11
11	O=C(Nc1ccccc1)Nc1ncc([N+](=O)[O-])s1
  98	-0.1	9	9	3	95	1	7	0	17	2
12	O=C(NCCCN1CCCC1)c1ccc2c(Cl)c3c(nc2c1)CCCC3
  101	0.0	7	8	0	99	-6	0	-1	12	-1
13	COc1ccccc1CNC(=O)COC(=O)C1=COCCO1
  101	0.7	7	22	-3	98	-11	-19	-12	34	-6
14	O=C(COc1ccc([N+](=O)[O-])cc1)NC(C(=O)O)C(O)c1cccc([N+](=O)[O-])c1 (stereo unspecified)
  100	2.3	5	19	2	105	0	-3	-2	5	2
15	CCN(CC)C(=O)CSc1nnc([C@H](CCSC)NC(=O)OC(C)(C)C)o1
  101	0.5	1	60	2	97	-2	-10	-3	7	3
16	C=CCc1c(C)nc(SCCC)[nH]c1=O
  102	0.2	1	15	-3	100	-7	-3	-5	25	-7
17	CC(C)COC(=O)N1CCCC1C(=O)O (stereo unspecified)
  98	0.6	1	17	0	99	-7	0	1	5	-1
18	Cc1ccc(N(C)C(=O)N2CCN(c3ccccn3)CC2)cc1
  103	0.5	1	22	2	107	-3	-7	-4	9	0
19	CCN(CC(=O)NC(C)C)C(=O)c1ccc(Cl)cc1
  100	0.1	0	19	-7	97	-12	-14	-4	7	-11
20	CCOC(=O)CSc1nnc(-c2ccc(OC)cc2)n1CC
  98	0.2	3	7	-2	98	1	0	-1	8	0
21	Cc1ccc(C2CN(C)C3(C(=O)Nc4ccccc43)C23COc2ccccc2C3=O)cc1 (stereo unspecified)
  96	0.8	1	14	6	93	-11	-15	-16	9	-2
22	CCOc1ccc(S(=O)(=O)Nc2cc(OC)ccc2OC)cc1
  98	0.3	1	10	0	98	0	-1	-1	15	0
23	CC(C)NC(=O)c1ccc(-n2nc(C(F)(F)F)c3c2CCCC3)cc1
  101	1.4	1	17	-4	103	-9	-12	-3	15	-6
24	CC(Oc1ccc(Br)cc1)C(=O)N1CCC(C(N)=O)CC1 (stereo unspecified)
  98	0.9	15	9	-1	95	-6	-6	1	8	-4
25	O=C(O)c1cc(-c2ccc(O)cc2)on1
  100	-0.3	-1	26	-2	101	0	2	0	7	2
26	CCCOc1ccc(NC(=O)C2CC(=O)N/C(=N/N=C(C)/C=C/c3ccc(N(C)C)cc3)S2)cc1 (stereo unspecified)
  98	0.1	-2	13	0	97	-1	-14	-7	15	0
27	CCOc1ccc(N2C(=O)C3CC(C)=C(C)CC3C2=O)c([N+](=O)[O-])c1 (stereo unspecified)
  100	1.9	10	14	0	100	-1	11	1	9	0
28	CCOC(=O)N1CCN(C(=O)CSCc2ccccc2)CC1
  99	0.2	0	9	0	102	3	9	5	7	5
29	O=C(c1ccc(S(=O)(=O)c2cccc(Cl)c2)c([N+](=O)[O-])c1)N1CCN(c2ccccn2)CC1
  101	1.4	4	16	-4	99	-7	-7	-2	11	-7
30	COc1ccc2c(c1OC)C(=O)OC2C1c2c(cc3c(c2OC)OCO3)CCN1C (stereo unspecified)
  101&105	0.5&0.9	2&2	20&33	0&0	103&104	-4&-9	1&-16	1&-9	6&12	0&2

# Filtered by structure: those above containing a furan ring, fused or not (2)
# Each structure is followed by: RGS4-Gao reg	ABCB1 block	ABCG2 block	GSH bead fluor	Bcl-W Bim block	RGS7-Gao reg	Bcl-B Bim block	Bim-Bfl-1	Bim-Bcl-2	Avidin fluor	Bcl-XL Bim block
2	Cc1nnc(SCC(=O)NNC(=O)c2ccco2)n1-c1ccccc1
  103	0.7	1	9	-1	101	-1	-7	2	10	0
10	CC(C)C(=O)Nc1ccc(NC(=O)c2ccco2)cn1
  95	0.1	29	28	0	96	4	9	2	23	11

# (next part)
# Each structure is followed by: RGS4-Gao reg	ABCB1 block	ABCG2 block	GSH bead fluor	Bcl-W Bim block	RGS7-Gao reg	Bcl-B Bim block	Bim-Bfl-1	Bim-Bcl-2	Avidin fluor	Bcl-XL Bim block
31	O=C(O)c1cccc(N2CCCC2=O)c1
  102	0.0	0	18	-4	105	-7	-4	-2	23	-4
32	COc1cccc(C(=O)Nc2cccc(NC(C)=O)c2)c1
  100	1.7	6	65	-2	100	-4	-8	-6	6	-6
33	Cn1c(-c2cccc([N+](=O)[O-])c2)[n+](C)c2ccccc21
  104	1.1	0	20	0	100	2	4	-2	9	-6
34	O=C(O)c1ccc(NC(=O)C2(c3ccccc3)CCOCC2)cc1
  98	0.8	0	37	-3	94	-10	-18	-10	12	-15
35	CCOc1ccc(C(=O)NC(=S)Nc2ccccc2N2CCC(C)CC2)cc1[N+](=O)[O-]
  106	0.1	2	15	0	101	-9	-9	-7	22	-3
36	Cn1c(=O)c2nc(-c3ccccc3)oc2c2ccccc21
  100	0.7	4	11	-1	101	0	0	0	42	0
37	CCN1C(=O)NC(c2cc(Br)ccc2OC)C(C(=O)OC)=C1C (stereo unspecified)
  98	2.5	71	24	-3	100	-11	-20	-12	31	-8
38	Cc1ccc(NC(=O)CNc2cccc(C)c2C)c(C)c1
  99	0.3	12	23	-2	99	-11	-17	-8	28	-3
39	COC(=O)CSc1nnc(CNC(=O)c2ccc(S(=O)(=O)N3CCOCC3)cc2)n1C
  102	0.5	0	20	-2	113	-4	-4	-5	9	0
40	COc1ccc(NC2=NC(=S)N(c3ccccc3C)C23CCCCC3)cc1
  100	0.6	2	49	3	97	-7	-10	-8	8	-2
41	CCc1ccc(NC(=O)C(=O)N/N=C(\C)CC(=O)Nc2ccccn2)cc1
  95	0.3	0	13	0	98	-7	-9	-7	14	-6
42	CCOc1cc(S(=O)(=O)NCc2ccc3c(c2)OCO3)ccc1F
  97	0.5	1	41	1	103	-7	-14	-7	7	-7
43	O=C(/C=C/c1ccc(OC2CSC2)cc1)c1ccccc1
  101	0.0	23	35	-3	103	-13	-21	-17	11	-9
44	COc1ccc(OC)c(Cc2nnc(CCC(=O)N3CCCCC3c3nccs3)o2)c1 (stereo unspecified)
  96	0.8	1	14	-2	96	-5	-9	-1	11	-3
45	O=C(O)c1ccc(C(=O)c2ccc3c(c2)C(=O)N(CC2CCCO2)C3=O)cc1 (stereo unspecified)
  99	-0.3	-1	18	-3	101	-10	-9	-5	10	-2
46	O=C(Nc1ccccc1)C(c1ccccc1)C1CCCC1 (stereo unspecified)
  104	3.6	18	17	-2	100	-8	-13	-5	18	-4
47	CNC(=O)COc1ccc(S(=O)(=O)Nc2ccccc2)cc1
  94	0.4	4	19	0	86	-2	-3	-5	6	-3
48	CCOC(=O)CC(NC(=O)Cn1nnc(-c2ccccc2C)n1)c1ccc(OC)cc1 (stereo unspecified)
  104	-0.3	-1	8	1	103	-2	-6	-3	22	-2
49	Cc1ccc(Nc2nnc(SCC3CCCCO3)s2)cc1 (stereo unspecified)
  100	0.4	4	20	-1	101	-2	-6	-5	12	-7
50	O=C1c2ccccc2CCCC12N=NCC2c1cccc2ccccc12 (stereo unspecified)
  98	0.2	1	21	0	98	2	-1	-4	7	2
51	CCCC(c1nnnn1Cc1ccccc1)N1CCN(c2ccccc2OC)CC1 (stereo unspecified)
  89	0.1	0	17	-4	84	-3	0	-2	27	-4
52	COc1ccc(C(=O)CSc2nc(SC)ns2)cc1OC
  99	-0.8	14	43	3	97	-8	-13	-9	12	-3
53	CC(C)NC(=O)c1ccc(-n2c(=S)[nH]c3ccccc3c2=O)cc1
  97	0.1	0	14	-3	94	-9	-6	-5	10	-3
54	O=S1(=O)CC/C(=N\Nc2ccccc2)c2ccsc21
  94	-0.2	1	20	0	97	-2	-3	-1	8	-2
55	CCCC(=O)NC(=S)Nc1ccc(N2CCN(C(=O)c3cccs3)CC2)cc1
  102	0.9	3	24	-2	99	-6	-6	-3	8	-4
56	O=S(Cc1ccc(Cl)cc1)CC(O)COc1ccc(Cl)cc1 (stereo unspecified)
  97	0.7	3	40	0	95	-5	-13	-8	14	-5
57	CC(C)Sc1cc(N2CCCC2)nc(-c2ccccc2)n1
  103	0.5	5	46	0	104	-5	-13	-8	11	-3
58	Cc1ccc(C(=O)OCC(=O)NCC2CCCO2)c(C)c1 (stereo unspecified)
  99	0.1	1	11	-4	97	-4	-7	-3	12	-3
59	COc1cccc2cc(-c3nnc(SCC(=O)Nc4cc(C(F)(F)F)ccc4Cl)n3N)oc12
  102	0.6	1	40	-2	99	-7	-9	-6	14	-2
60	CC(C)c1nnc(NC(=O)c2ccc(S(=O)(=O)N3CCOCC3)cc2)s1
  102	0.3	4	14	-7	101	-8	-6	-7	23	-7
61	CC(C)(C)c1cn(-c2ccc(F)cc2)c(=S)[nH]1
  103	0.7	2	33	0	115	-46	29	6	8	8
62	CCCc1cc(=O)oc2cc(OCC(=O)N(C)C)c(Cl)cc12
  95	0.1	1	9	1	93	1	0	-4	13	0
63	CCn1c2ccccc2c2cc(NC(=O)CSc3nnc(-c4ccc(OC)c(OC)c4)n3N)ccc21
  101	0.0	0	23	-2	101	0	1	-1	36	-1
64	CCCCCCNC(=O)CC(c1ccccc1)c1cc(Br)ccc1O (stereo unspecified)
  89	0.0	0	12	-2	86	-5	1	-4	12	-4
65	CN(Cc1ccco1)C(=O)C(Cc1ccccc1)NS(=O)(=O)c1ccc2c(c1)CCC(=O)N2 (stereo unspecified)
  100	-0.9	2	18	0	95	-6	-9	-3	7	-4
66	COC(=O)c1ccccc1NC(=O)CNC(=O)c1ccc(OC)c(OC)c1
  96	0.3	3	18	-2	?	1	-3	0	8	0
67	CCOC(=O)c1nnn(CC(=O)NC(=O)Nc2ccccc2)c1C(=O)OCC
  101	0.0	3	68	-1	100	-1	0	0	6	-2
68	Cc1cc(C(=O)CSc2nn3c(=O)c(C(C)(C)C)nnc3s2)c(C)n1C1CC1
  100	0.3	1	11	3	?	7	9	3	11	7

# Screens: PubChem, NMMLSC
